High-throughput results from PubChem.
esBAF inh: Bmi1 luciferase reporter increase in mESCs, primary screen, esBAF inhibitor project, mouse ES cells, Bmi1 luciferase knock-in, single point. 24 h; 100% = twice the neutral-well signal. reporter increase, % at 12.5 µM. 350,000 tested, 2% active; in the data active = activation above about 40%; inconclusive = no clear call, values can overlap the other calls;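 note: 0% = median of the plate's neutral control wells and 100% = double that signal; a rise in the Bmi1 reporter signal indicates esBAF inhibition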
GSIS activator: GLuc luminescence reporter in INS-1E cells, primary screen for activators of glucose-dependent secretion of insulin; 370,000 tested, 0.61% active; INS-1E GLuc reporter insulin secretion, 2-3 h; activation, % at 16.6 µM;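 active = lowest replicate activation of at least 40%, so every replicate reaches that level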;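 note: 0% = median of neutral control wells and 100% = median of IBMX positive control wells; some compounds called inactive have numbers as strong as hits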
F508del corr: F508del CFTR correction, initial screen, CFBE line, single point | CFBE cells, YFP halide quenching; stimulated with forskolin plus potentiator P3; % fluorescence drop versus neutral controls | activity (quench increase), % at 7.58 µM | 350,000 tested, 0.36% active | AID 720511, 2013;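 active = mean added fluorescence quench of at least 8% versus neutral control, with both replicates also reaching 8%; inconclusive = only one of the mean or replicate conditions met; inactive = mean below 8% and not both replicates reaching 8%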;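 note: cells transiently co-express mutant CFTR-F508del with the halide-sensitive YFP; corrector assay measuring rescue of mutant channel to the surface after 24 h compound exposure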
RAD54 inh: inhibitors of human RAD54 branch migration, primary screen, biochemical, fluorescence, single point; RAD54 Holliday junction branch migration, FAM/BHQ fluorescence; AID 602329, 2012; DNA repair and recombination protein RAD54-like (Homo sapiens), Q92698; 360,000 tested, 0.14% active; inhibition, % at 10.4 µM;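 active = mean normalized replicate activity at least 40 and at least half of replicates scoring 40 or more; inconclusive = only one of the two criteria met; inactive = mean below 40 and under half of replicates reaching 40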;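 note: 0% = median of neutral control wells and 100% = median of positive control wells; inhibitors cause a drop in the FAM fluorescence signal; in these data hits start at about 50%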
ERAP1 HTS inh: human ERAP1 aminopeptidase inhibitors, primary screen, biochemical, single point, plate reader | Endoplasmic reticulum aminopeptidase 1 (Homo sapiens), Q9NZ08 | recombinant ERAP1, Leu-AMC fluorescence, 60 min | inhibition, % at 10.7 µM | 340,000 tested, 0.15% active;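 active = mean replicate inhibition of at least 30%, or all replicates individually reaching that 30% level; inactive = mean below 30% and not every replicate reaching it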;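 note: 0% = neutral control wells and 100% = L-leucinethiol positive control wells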
RAD52 inh: RAD52 DNA annealing inhibitors, primary screen, biochemical, FRET, single point, set 2. 360,000 tested, 0.46% active. recombinant RAD52 DNA annealing, FRET fluorescence. AID 651710, 2012. inhibition, % at 18.7 µM;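 active = every replicate showing at least 50% inhibition; inconclusive = mean inhibition at least 50% but not in every replicate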
Target sequence (P43351 whole entry, looked up): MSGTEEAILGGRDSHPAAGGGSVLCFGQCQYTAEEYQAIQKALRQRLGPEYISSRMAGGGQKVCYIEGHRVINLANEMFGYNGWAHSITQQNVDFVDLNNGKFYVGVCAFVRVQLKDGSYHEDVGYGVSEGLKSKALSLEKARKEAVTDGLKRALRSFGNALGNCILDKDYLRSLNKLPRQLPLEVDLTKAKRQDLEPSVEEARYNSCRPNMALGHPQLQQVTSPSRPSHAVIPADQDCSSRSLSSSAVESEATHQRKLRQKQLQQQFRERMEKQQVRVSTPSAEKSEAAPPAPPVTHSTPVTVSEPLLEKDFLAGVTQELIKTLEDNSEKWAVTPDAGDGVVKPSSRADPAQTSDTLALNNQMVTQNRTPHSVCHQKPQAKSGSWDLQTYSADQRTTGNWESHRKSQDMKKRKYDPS
XiGFP reactiv: activators of inactive X chromosome reactivation, primary screen, imaging, XiGFP fibroblasts, GFP high-content imaging, set 2 | XiGFP mouse fibroblasts, % GFP-positive cells imaging, 3 d; cells co-treated with 5-aza-dC sensitizer; scaled so ellipticine positive control = 100% | 360,000 tested, 0.055% active | AID 743238, 2013 | activation, % at 7.58 µM;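 active = mean normalized replicate activation at least 10% and every replicate at or above 10%; inconclusive = only one of the two criteria met; inactive = mean below 10% and not all replicates reach 10%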;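 note: 0% = median of on-plate neutral control wells and 100% = ellipticine 6 µM median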
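Material: XiGFP fibroblasts, SV40-immortalized. Buffer or medium: DMEM plus 5-aza-dC sensitizer. Compound: single concentration per compound, delivered by pin transfer. Times: 3 days compound exposure. Controls: ellipticine 6 µM.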
ARNT TACC3 PPI: disruptors of ARNT/TACC3 protein interaction, primary screen, biochemical, AlphaScreen, single concentration; AID 623870, 2012; inhibition, % at 9.99 µM; 390,000 tested, 0.66% active; AlphaScreen His-ARNT PAS-B/GST-TACC3 binding, luminescence; TACC3 fragment carries E629A point mutation;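 active = mean inhibition of replicates at least 50% and at least half of replicates each reaching 50%; inconclusive = half or more replicates reach 50% but mean below 50%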;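 note: 0% = complete ARNT plus TACC3 wells and 100% = ARNT alone without TACC3; many hits fall short of the cut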
Numbers without * were called inactive; ? = inconclusive; . = no result given.

Order of values – esBAF inh, GSIS activator, F508del corr, RAD54 inh, ERAP1 HTS inh, RAD52 inh, XiGFP reactiv, ARNT TACC3 PPI
- Cc1ccc(C)c(OCCNc2ncccc2[N+](=O)[O-])c1
 : 1, -3, 5.0, 6, -1, -13, 0.0, .
- O=S(=O)([O-])C(c1ccccc1)[n+]1ccccc1 (stereo not given)
 : 4, 17, -0.7, 1, 2, -12, 0.0, 4
- CN1c2ccc(Br)cc2[C@@H]2[C@@H](CCN2C(=O)C2CCCCC2)[C@H]1CO
 : 1, -17, 3.2, 0, -2, -1, 0.0, 5
- COc1cccc(C#Cc2cnc3c(c2)C(=O)N([C@@H](C)CO)C[C@H](C)[C@H](CN(C)C(C)=O)O3)c1
 : -2, 21, 4.3, -5, 2, 16, -0.6, 21
- CCCC#Cc1ccc2c(c1)O[C@@H](CN(C)Cc1ccc3c(c1)OCO3)[C@H](C)CN([C@H](C)CO)S2(=O)=O
 : -9, 10, -1.7, 18, 1, 19, -1.0, -17
- COC(=O)CSc1nc(NC#N)nc(NC(C)C)n1
 : -6, 2, ., -11, 1, -7, ., -4
- C[C@@H](NC(=O)C[C@@H]1C=C[C@@H](NC(=O)C2CC2)[C@H](CO)O1)c1ccccc1
 : -1, -5, 1.5, 1, -1, -21, 0.1, 6
- CNC(C)C#Cc1ccc2oc3cc(C)c(C)cc3c(=O)c2c1 (stereo not given)
 : ?, ., -5.6, -4, ., -30, 1.6, -9
- Cc1ccc(C(=O)N2CCC3(CC2)Oc2ccc(F)cc2C(=O)C32CC(c3ccc(Cl)cc3)=NO2)s1 (stereo not given)
 : -4, ., 1.0, -22, 5, -11, 0.0, -10
- C[C@H](CO)N1C[C@H](C)[C@H](CN(C)C(=O)Nc2ccc3c(c2)OCO3)Oc2ncc(-c3cccc(F)c3)cc2C1=O
 : -6, -26, -1.6, -1, 0, 25, 0.4, 9
- Cc1ccc(S(=O)(=O)NC2(C(F)(F)F)NC(=O)N(c3ccc(F)cc3)C2=O)cc1 (stereo not given)
 : -2, 1, -0.9, -3, -1, -7, 0.0, -6
- C/C=C/c1ccc([C@@H]2[C@H](CO)N3CCCCN(S(=O)(=O)c4cccc(C)c4)C[C@@H]23)cc1
 : 3, -15, -0.7, -3, -1, 44, 0.2, -5
- CC(C)CNC(=S)N1CCC(NC(=O)C23CC4CC(CC(C4)C2)C3)CC1
 : 4, -14, ., -3, ., ., ., -2
- CC(C)(C)OC(=O)Nc1ncnc2c1ncn2C1OC(CO)C2OC(C)(C)OC21 (stereo not given)
 : -1, 12, 2.1, -3, -5, 0, 0.0, -1
- NS(=O)(=O)c1ccc(Oc2ccc(S(N)(=O)=O)cc2)cc1
 : ., 11, 2.1, ., 10, -10, 0.0, 1
- O=S(=O)(c1ccc2ccccc2c1)N1CCC(c2nc(-c3ccncc3)no2)CC1
 : 1, 5, -0.9, -1, 12, 3, ., -5
- CCC(COC(=O)c1ccccc1)Oc1cc(NCc2ccccc2)c2ncn(C(C)C)c2c1 (stereo not given)
 : -2, -39, 2.7, -10, ., ., 0.1, 17
- O=C(NC[C@@H]1[C@H](c2ccccc2)[C@H](CO)N1CC1CCCC1)c1ccccc1
 : -1, 4, 3.3, 7, 0, -6, 0.1, 1
- COc1ncnc2c1ncn2CC1COC(C)(C)O1 (stereo not given)
 : ., ., 2.4, -3, 1, -1, 0.0, -1
- CC(=O)C[C@@H](O)CC(=O)[C@@H]1OC(=O)[C@H](C)C/C=C\Cc2ccccc21
 : -5, -4, 1.1, -8, 0, -6, -0.1, -5

Later entries
SMILES	esBAF inh	GSIS activator	F508del corr	RAD54 inh	ERAP1 HTS inh	RAD52 inh	XiGFP reactiv	ARNT TACC3 PPI
C[C@H](CO)N1C[C@H](C)[C@@H](CN(C)S(=O)(=O)c2ccccc2)Oc2ccc(NC(=O)Cc3cn(C)c4ccccc34)cc2CC1=O	0	0	-1.6	2	-1	-4	-0.1	-3
CC(=O)Nc1nonc1-c1nc2ccccc2n1CCC#N	2	15	3.5	-4	-4	-29	.	-1
CC(=O)Nc1cccc(-c2ccnc3c2CC(C(=O)Nc2ccc(Cl)cc2)O3)c1 (stereo not given)	5	.	-4.5	-6	1	7	0.1	.
Cc1cc(C)cc(N(CC(=O)NCc2cccnc2)S(C)(=O)=O)c1	-7	-5	.	-1	-2	-5	.	-10
O=C(O)[C@H]1CCCN1S(=O)(=O)c1cccc2cccnc12	-1	-1	0.9	7	0	3	0.0	-5
O=[N+]([O-])c1cccc(/C=N/n2c(C3CCCCC3)n[nH]c2=S)c1	.	.	.	.	3	-8	0.6	-1
Cc1c(C(=O)NN)sc(=S)n1C	-3	-6	0.6	0	1	-15	-0.1	4
C[C@@H]1CN([C@H](C)CO)C(=O)c2cc(NC(=O)Nc3ccc(F)cc3)ccc2O[C@H]1CN(C)C(=O)Nc1ccc2c(c1)OCO2	21	3	-2.4	.	-1	-7	-1.2	.
CCc1nnc(NC(=O)C(NC(=O)c2ccccc2Cl)C(C)C)s1 (stereo not given)	.	0	-2.2	.	0	9	0.0	-2
C[C@H]1CN([C@@H](C)CO)C(=O)c2cccc(NS(=O)(=O)c3ccc(F)cc3)c2O[C@@H]1CN(C)S(=O)(=O)c1ccccc1	4	12	-0.4	4	-3	-12	-1.2	2
COc1cccc(CN2CCCC(C(=O)N3CCCCC3)C2)c1 (stereo not given)	-8	-2	-1.5	-4	-2	-12	0.2	-3
Cc1ccc(C(=O)Nc2ccccc2C(=O)O)cc1S(=O)(=O)Nc1ccc(Br)cc1	.	-11	4.1	.	-9	-7	1.8	2
COc1ccccc1-c1cc2nc(NCCc3ccc(S(N)(=O)=O)cc3)ccn2n1	2	.	4.5	5	-1	-24	0.1	.
CC(=O)N1c2ccc(S(=O)(=O)N3c4ccccc4CC3C)cc2CC1C (stereo not given)	2	14	-4.1	-5	0	-39	0.1	9
CN1CCN(Cc2ccc(-c3ccc(Cl)cc3)o2)CC1	24	7	-0.5	5	0	3	.	7
CN1OC(Cn2cc(C#N)c(=O)n(C)c2=O)CC1c1ccccc1 (stereo not given)	.	-8	1.5	.	1	-22	-0.1	28
O=C(NCc1ccco1)c1ccc(NS(=O)(=O)c2cccc([N+](=O)[O-])c2)cc1	-3	12	-2.3	2	2	-10	0.4	-2
COc1ccc(/C=N/NC(=O)c2ccc(COc3ccccc3Cl)o2)cc1	.	3	.	19	2	9	.	.
N#C[C@@H]1[C@H](c2ccccc2)[C@H](CO)N1S(=O)(=O)c1cccc(F)c1	1	-13	-1.8	7	0	12	0.0	18
Clc1ccc(CSc2ccc(-c3cccnc3)nn2)cc1	13	1	?	.	-1	-2	0.0	-6
CN(C)c1oc(-c2cccs2)nc1C#N	-3	9	.	-2	.	.	.	7
O=C(c1ccccc1Br)N(Cc1ccccc1)c1ccccc1	4	12	-1.3	-5	1	-6	0.5	0
COc1cccc(C#Cc2ccc([C@@H]3[C@@H](CO)N(C(=O)C4CCC4)[C@H]3C#N)cc2)c1	-3	4	3.2	-1	1	-10	0.0	2
COc1cc(OC)c(NS(=O)(=O)c2cccc(C(=O)OCC(=O)NCC3CCCO3)c2)cc1Cl (stereo not given)	-3	-19	-2.2	7	0	-26	0.2	2

Exported as labelled records: part of the list above
> CC(=O)N1c2ccc(S(=O)(=O)N3c4ccccc4CC3C)cc2CC1C (stereo not given)
  esBAF inh: 2
  GSIS activator: 14
  F508del corr: -4.1
  RAD54 inh: -5
  ERAP1 HTS inh: 0
  RAD52 inh: -39
  XiGFP reactiv: 0.1
  ARNT TACC3 PPI: 9
> CN(C)c1oc(-c2cccs2)nc1C#N
  esBAF inh: -3
  GSIS activator: 9
  F508del corr: .
  RAD54 inh: -2
  ERAP1 HTS inh: .
  RAD52 inh: .
  XiGFP reactiv: .
  ARNT TACC3 PPI: 7

The listing continues.
SMILES	esBAF inh	GSIS activator	F508del corr	RAD54 inh	ERAP1 HTS inh	RAD52 inh	XiGFP reactiv	ARNT TACC3 PPI
Cc1onc(-c2ccccc2)c1-c1nnc(CN2CCN(S(=O)(=O)c3ccccc3)CC2)o1	9	-13	-2.1	3	4	-13	0.7	-3
COc1cc(OC)cc(C(=O)Nc2ccc(C(=O)c3ccncc3)cc2)c1	9	-13	0.9	9	3	1	-0.1	36
C[C@H]1CN([C@@H](C)CO)C(=O)Cc2cc(NC(=O)CCC(F)(F)F)ccc2O[C@@H]1CN(C)S(=O)(=O)c1ccc(F)cc1	-1	-1	-0.5	10	0	-45	-1.0	-10
Cc1ccc(S(=O)(=O)c2nc(-c3ccc(F)cc3)oc2SCC(N)=O)cc1	5	-1	.	8	.	.	.	-3

Molecules shown so far with an aryl methoxy group:
SMILES	esBAF inh	GSIS activator	F508del corr	RAD54 inh	ERAP1 HTS inh	RAD52 inh	XiGFP reactiv	ARNT TACC3 PPI
COc1cccc(C#Cc2cnc3c(c2)C(=O)N([C@@H](C)CO)C[C@H](C)[C@H](CN(C)C(C)=O)O3)c1	-2	21	4.3	-5	2	16	-0.6	21
COc1ncnc2c1ncn2CC1COC(C)(C)O1 (stereo not given)	.	.	2.4	-3	1	-1	0.0	-1
COc1cccc(CN2CCCC(C(=O)N3CCCCC3)C2)c1 (stereo not given)	-8	-2	-1.5	-4	-2	-12	0.2	-3
COc1ccccc1-c1cc2nc(NCCc3ccc(S(N)(=O)=O)cc3)ccn2n1	2	.	4.5	5	-1	-24	0.1	.
COc1ccc(/C=N/NC(=O)c2ccc(COc3ccccc3Cl)o2)cc1	.	3	.	19	2	9	.	.
COc1cccc(C#Cc2ccc([C@@H]3[C@@H](CO)N(C(=O)C4CCC4)[C@H]3C#N)cc2)c1	-3	4	3.2	-1	1	-10	0.0	2
COc1cc(OC)c(NS(=O)(=O)c2cccc(C(=O)OCC(=O)NCC3CCCO3)c2)cc1Cl (stereo not given)	-3	-19	-2.2	7	0	-26	0.2	2
COc1cc(OC)cc(C(=O)Nc2ccc(C(=O)c3ccncc3)cc2)c1	9	-13	0.9	9	3	1	-0.1	36
